Hsp70 displacement = Hsp70 inhibitors, probe displacement, primary screen, biochemical, fluorescence polarization (AID 583); displacement, % at 20 µM; hits with a dose series show IC50 in µM; Hsp70 fluorescence polarization probe displacement, mP; higher % means a stronger effect; hit rate 0.06% among 140,000; in the data active = displacement above about 50%;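 note: plate controls were vehicle for no effect and reference ligand for full effect; a part of the inactive calls stands beside numbers as strong as those of hits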
MKP-3 inhibition = MKP-3 phosphatase inhibitors, primary screen, biochemical, rat enzyme, in vitro (AID 425). recombinant MKP-3 phosphatase activity, fluorescence; higher % means a stronger effect. hit rate 0.17% among 110,000. one-dose inhibition, % at 20 µM; IC50 in µM for titrated hits; in the data active = inhibition above about 50%;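 note: plate controls were vehicle for no effect and reference inhibitor for full effect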
* hit, by the source's call; nt = not tested or not shown; & = joins results of further samples. An excerpt; rates above refer to the full screens.

SMILES | Hsp70 displacement | MKP-3 inhibition
COc1ccccc1-n1c(SCC(=O)Nc2ccc(F)cc2)nc2c(c1=O)SCC2 | 6.1% | -9%
O=C(Nc1nc(-c2ccc(S(=O)(=O)N3CCCC3)cc2)cs1)c1ccco1 | 3.7% | -4%
CCOC(=O)C1C(=O)CC(C)(O)C(C(=O)OCC)C1c1cc(Br)ccc1OC (stereo not drawn) | 6.5% | -3%
O=C1c2ccccc2N(Cc2ccc(Cl)cc2)C2=NCCN12 | 3.6% | -10%
CCN(CC)C(=O)c1cccc2c1C(=O)c1ccccc1-2 | 3.9% | nt
CC1(C)NC(=O)N(CC(O)COc2ccccc2C(=O)Nc2ccccc2)C1=O (stereo not drawn) | 6.4% | 15%
COc1ccc(C(=O)NCCc2nnc(SCc3nc4ccccc4c(=O)[nH]3)n2C)cc1 | nt | 1%
COc1ccc(S(=O)(=O)n2nc(OC(=O)c3ccc(C)cc3)cc2N)cc1 | 1.0% | -3%
CCOC(=O)CSc1nc2cc(C(=O)N3CCC(C(N)=O)CC3)ccc2c(=O)n1-c1ccccc1 | -3.0% | -6%
Cc1ccc(CCC(=O)Nc2nccs2)o1 | 11% | -4%
CC(=O)Nc1ccc(S(=O)(=O)Nc2ccc(O)c3ccccc23)cc1 | 7.7% | 0%
O=C(O)CCn1c(=O)sc2ccccc21 | -5.4% | -1%
Clc1cccc(Cl)c1OCCCCN1CCOCC1 | 1.6% | 6%
O=C(CSc1nc2ccccc2c(=O)n1NC(=O)Cc1ccccc1)NCc1ccccc1 | -0.6% | nt
COc1ccccc1CNC(=O)Cn1cccc1 | -2.4% | nt
Cc1nc(=O)c(-c2ccccc2)c(C)n1-c1ccccc1C(=O)O | 6.5% | 0%
COc1ccc(S(=O)(=O)N[C@@H](Cc2ccccc2)C(=O)N2CC[C@@]3(O)CCCC[C@H]3C2)cc1 | 2.7% | 2%
COc1ccccc1-c1nnc(-c2ccc(N3CCOCC3)cc2)o1 | -1.0% | nt
CC1(C)C2([N+](=O)[O-])CN(CCO)CC1([N+](=O)[O-])CN(CCO)C2 | -5.2% | nt
CC(=O)N(C)C1(c2nnnn2CCOC(=O)Nc2cccc3ccccc23)CCCC1 | -2.2% | -4%
CCOc1ccc2nc(SCC(=O)Nc3ncccn3)[nH]c2c1 | 1.3% | -2%
O=C(c1ccc(Cl)cc1)N(Cc1ccccc1)c1cccc([N+](=O)[O-])c1 | 1.3% | 1%
CCOC(=O)C1CCN(S(=O)(=O)c2ccc(-c3ccc([N+](=O)[O-])cc3)cc2)CC1 | 2.2% | 1%
O=C(c1cccc(S(=O)(=O)N2CCCC2)c1)c1cccc(S(=O)(=O)N2CCCC2)c1 | -1.4% | -4%
COc1ccc(C(=O)N2CCN(Cc3cc(OC)c(O)c(OC)c3)CC2)cc1OC | 4.1%&2.1% | -3%&0%
O=C(NCCN1CCOCC1)C1CCC(=O)N1C1CCCCC1 (stereo not drawn) | 6.8% | -4%
CCC(C)c1ccc(O)c(NC(=O)c2cncc(Br)c2)c1 (stereo not drawn) | 3.7% | -7%
Cc1ccc(CCP(=O)(O)CN2CCOCC2)cn1 | 5.1% | -7%
CC1(C)OC(=O)N(CCc2ccccc2)C1(C)O (stereo not drawn) | -2.3% | 11%
CCCCCCSC1=C(C#N)C(=O)NC2(CCCCC2)S1 | 1.2% | nt
COc1ccc(C(=O)N(c2ccccc2)C2C=CS(=O)(=O)C2)cc1 (stereo not drawn) | -4.7% | 6%
O=C1c2ccccc2-c2ccc(S(=O)(=O)N3CCOCC3)cc21 | -22% | -1%
O=C(/C=C\Nc1ccc2[nH]ncc2c1)c1ccc(Br)cc1 | -4.1% | 5%
COC(=O)C1(C(F)(F)F)N=C2Sc3ccccc3N2C(N2CCOCC2)=N1 (stereo not drawn) | -3.2% | 2%
CC(C)Oc1ccc(/C=N/NC(=O)C(=O)NC2CCCCC2)cc1 | -0.3% | 1%
COc1ccc(C2Nc3ccccc3C(=O)N2Cc2ccccc2)cc1COc1ccccc1F (stereo not drawn) | 3.8% | 4%
Cc1ccc(-c2cc(-c3ccccc3)c(C#N)c(N)n2)o1 | 0.9% | 7%
COc1cccc(/C=C2\C(=O)NC(=O)N(c3ccccc3)C2=O)c1OC | 0.4% | 2%
NC(=O)c1cc(NC(=O)c2cc3ccccc3cc2O)ccc1Cl | 3.7% | 0%
O=C(Cn1cnc2c(nnn2Cc2ccc(Cl)cc2)c1=O)N1CCCc2ccccc21 | 4.4% | nt
O=C(Oc1ccc2ccc(=O)oc2c1)N1CCOCC1 | 0.5% | -7%
Cc1cc(C)nc(SCC(=O)c2ccc(O)cc2O)n1 | 2.9% | -4%
CCOC(=O)C1=C(C)N=c2s/c(=C\c3c[nH]c4ccccc34)c(=O)n2C1c1cccc(OC)c1 (stereo not drawn) | -34% | 4%
CN(C)CCSc1nnc2sc3ccccc3n12 | 11% | -11%
CCCCn1c(SCC(=O)c2ccc(OC)c(OC)c2)nc2cc(S(N)(=O)=O)ccc21 | 2.6% | nt
NC(=O)c1oc2ccccc2c1NC(=O)c1ccc(F)cc1 | 0.1% | -6%
COc1cccc(-c2noc(C3CCCN(S(=O)(=O)c4cccc(Cl)c4C)C3)n2)c1 (stereo not drawn) | -0.1% | -3%
O=C(NCc1n[nH]c(=S)n1-c1cccc(Cl)c1)c1ccc(S(=O)(=O)N2CCCC2)cc1 | nt | 3%

A section taken from the entries so far, for reference:
SMILES | Hsp70 displacement | MKP-3 inhibition
Cc1ccc(-c2cc(-c3ccccc3)c(C#N)c(N)n2)o1 | 0.9% | 7%
COc1cccc(/C=C2\C(=O)NC(=O)N(c3ccccc3)C2=O)c1OC | 0.4% | 2%
NC(=O)c1cc(NC(=O)c2cc3ccccc3cc2O)ccc1Cl | 3.7% | 0%
O=C(Cn1cnc2c(nnn2Cc2ccc(Cl)cc2)c1=O)N1CCCc2ccccc21 | 4.4% | nt

Continued:
SMILES | Hsp70 displacement | MKP-3 inhibition
CCc1nnc(NC(=O)c2cccc(S(=O)(=O)N(C)c3ccccc3)c2)s1 | -3.3% | nt
C=CCO/N=C(\CCC)C1=C(N2CCCC2)CC(C)(C)CC1=O | -2.1% | -1%
N#Cc1c(NC(=O)CSc2n[nH]c(N)n2)oc(-c2ccccc2)c1-c1ccccc1 | -4.5% | nt
COc1ccc(N2CCN(CC(O)c3c[nH]c4ccc(OC)cc34)CC2C)cc1 (stereo not drawn) | 13% | 0%
O=C(Cc1ccccc1)c1ccc(O)cc1O | -0.4% | 0%
O=C(CSc1nc2ccccc2n1CC(=O)N1CCCC1)Nc1ccc2c(c1)OCO2 | 3.7% | -14%
COc1cc([N+](=O)[O-])ccc1N/C=C/C(=O)c1cccs1 | -32% | nt
Cc1ccc(C(C)C)c(OCC(=O)N2CCOCC2)c1 | 0.7% | -3%
CC(=Nc1cc(Cl)ccc1O)c1c(-c2ccccc2)[nH]n(-c2nc3ccccc3s2)c1=O | -1.2% | 10%
C=CCOc1ccc(/C=C2\C(=O)N(Cc3ccco3)C(C)=C2C(=O)OC)cc1OC | -4.5% | 4%
O=C(CSc1nnc(Cn2c(=O)sc3ccccc32)n1-c1ccccc1)N1CCCCCC1 | -4.0% | 0%
CC1(C)CC(=O)C2=C(C1)NC(=O)CC2c1cccc(F)c1 (stereo not drawn) | -3.1% | 6%
Cc1c(C(=O)O)sc(=S)n1CCOc1ccccc1 | 3.8% | -10%
CCN(CC)c1nc2ccccc2nc1C(C#N)C(=O)NCCCOC (stereo not drawn) | 2.6% | -7%
O=C(Nc1ccc2oc(-c3cccnc3)nc2c1)c1cccc(OCc2ccccc2)c1 | -1.6% | 3%
Cc1ccc(OCCSc2nnc(-c3ccncc3)n2C)cc1 | -0.1% | -12%
Cc1ccc(C2C(C(=O)c3cc4ccccc4o3)=C(O)C(=O)N2CCCN(C)C)cc1 (stereo not drawn) | 4.5% | -9%
COc1cccc(Nc2nc3ccccc3n3nnnc23)c1 | 2.5% | nt
COc1ccc(/C=N/Nc2nc3ccccc3[nH]2)c2c(OC)cccc12 | -1.4% | 2%
Cc1cc(=O)n2nc(N3CCCC(C(=O)N4CCN(C)CC4)C3)sc2n1 (stereo not drawn) | -2.9% | 0%
CCCc1n[nH]c2c1/C(=N\O)CC(C)(C)C2 | 1.4% | 2%
CC1=CC(C)(C)C(C(=O)O)C(C(=O)O)C1 (stereo not drawn) | 4.2% | -9%
COC(=O)c1ccccc1NC(=O)c1ccc(COc2ccc(C)c(C)c2)o1 | 3.0% | nt
CCn1c(SCC(=O)Nc2ccc(N3CCOCC3)c(Cl)c2)nnc1-c1ccc(N)cc1 | nt | 0%
CCCC(=O)c1ccc(N2CCOCC2)c(F)c1 | -0.6%&-4.3% | -7%&-3%
Cc1ccc(CC2CC(=O)N(CC(=O)O)C2=O)cc1 (stereo not drawn) | 6.9% | nt
Cc1ccc(-c2noc(CCc3ccccc3)n2)cc1 | 1.8% | 2%
CCOP(=O)(OCC)C(OC(N)=O)c1ccc([N+](=O)[O-])cc1 (stereo not drawn) | -2.4% | 2%
Nn1c(SCC(=O)NCc2ccc3c(c2)OCO3)nnc1C1CC1 | 8.1% | nt
Cc1ccc(S(=O)(=O)NC(=O)N2CCN(Cc3ccccc3)CC2)cc1 | 0.1% | 3%
COc1ccc2c(c1OC)C(=O)N(c1cccc(F)c1)C2 | -1.6% | 0%
O=C(NCCCc1ccccc1)C(F)(F)F | 8.0% | 0%
CN(C)c1ncc(C(=O)O)cn1 | -3.4% | -6%
O=C(c1ccccc1Oc1ccccc1)N1CCN(c2ccc([N+](=O)[O-])cc2)CC1 | 0.0% | 0%
CN1C(=O)/C(=C/c2cccn2-c2cccc([N+](=O)[O-])c2)SC1=S | 8.8% | 4%
CCc1sc(NC(=O)CN2CCOCC2)nc1-c1ccccc1 | -3.1% | -5%
CCc1c(C)nc2ncnn2c1N1CCC(C(=O)Nc2ccc(C)cc2)CC1 | 2.0% | -20%
CNc1nc2sc3c(c2c(=O)n1C)CC(C)(C)SC3 | 4.1% | -6%
Cc1ccc(S(=O)(=O)c2nc(C(C)(C)C)oc2N2CCOCC2)cc1 | -1.5% | 3%
Oc1ccccc1-c1nnc(-c2ccc(C(F)(F)F)cc2)o1 | 9.4% | 4%
COc1cccc(C2C3=C(CCCC3=O)Nc3nc(-c4cc(OC)c(OC)c(OC)c4)nn32)c1 (stereo not drawn) | -2.9% | 5%
CCOC(=O)c1cnc(SCc2nc(N)nc(Nc3ccccc3)n2)nc1N | 0.3% | -10%
Oc1ccc(F)cc1-c1cc(-c2ccc3c(c2)OCCO3)n[nH]1 | 3.1% | nt
Cc1cc(C)n(-c2ccc(C(=O)NC(C)C)cc2)n1 | 3.0% | -1%
COc1cccc(NC(=O)CSc2nnc(COc3ccc4c(c3)CCCC4)o2)c1 | 1.9% | nt
CCOC(=O)C1CCN(C(=O)c2ccc(Br)o2)CC1 | -1.1% | -13%
COc1ccc(C2Nc3ccccc3C(=O)N2c2ccc(Cl)cc2)c(OC)c1 (stereo not drawn) | -0.2% | -2%
OC(CN=c1sc2ccccc2n1CC(O)COc1ccccc1)COc1ccccc1 (stereo not drawn) | 2.9% | nt

2 entries picked at random from those above:
SMILES | Hsp70 displacement | MKP-3 inhibition
Oc1ccccc1-c1nnc(-c2ccc(C(F)(F)F)cc2)o1 | 9.4% | 4%
COc1cccc(C2C3=C(CCCC3=O)Nc3nc(-c4cc(OC)c(OC)c(OC)c4)nn32)c1 (stereo not drawn) | -2.9% | 5%

(listing goes on)
SMILES | Hsp70 displacement | MKP-3 inhibition
Cc1cc(C)c(NC(=O)COc2ccc(Br)c(C)c2)c(C)c1 | -3.4% | 3%
Cc1ccc2c(C)c(C(=O)Nc3cccnc3)oc2c1 | 9.2% | nt
CCCCSc1nc2c(c(=O)[nH]c(=O)n2C)n1CCc1ccccc1 | -0.3% | 2%
O=C(c1ccccc1Nc1ccc(SC(F)F)cc1)N1CCCCC1 | 4.0% | nt
COc1cccc(-n2nnc3c(=O)n(C/C=C/c4ccccc4)cnc32)c1 | 5.0% | -6%
CCOCCOC(=O)C1=C(C)NC2=C(C(=O)CCC2)C1c1cccc(Cl)c1 (stereo not drawn) | -1.1% | 0%
O=Cc1cc(Br)ccc1OCc1ccccc1F | -4.1% | 2%
O=C(O)c1cccc(-c2ccc(/C=N/Nc3ccc([N+](=O)[O-])cn3)o2)c1 | 43% | 51%*
O=C(COC(=O)c1ccccn1)NC1CCCCC1 | 3.1% | nt
Cc1c(Cl)cccc1NC(=O)COc1ccc(Cl)cc1 | -0.9% | -1%
O=C(/C=C(\O)c1ccc(Cl)cc1)C(=O)NNC(=O)C(O)(c1ccccc1)c1ccccc1 | 8.9% | nt
O=C(O)c1cc(-c2ccccc2)on1 | 0.9% | nt
CCc1nnc(NC(=O)C(CC)CC)s1 | -6.0% | 8%
CCn1c(=O)cc(OCC(=O)N2CCN(C(=O)c3ccco3)CC2)c2ccccc21 | -1.3% | -3%
O=C(CSc1nnc2ccccn12)Nc1ccccc1C(=O)NC1CC1 | 3.5% | -3%
CN(C)S(=O)(=O)c1ccc2nc(NC(=O)c3cccnc3)sc2c1 | -12% | 5%
O=C(CCN1C(=O)c2ccccc2C1=O)Nc1cc(C(F)(F)F)ccc1Cl | -1.6% | 3%
C[N+](C)(C)CCOC(=O)C1(c2ccccc2)CCCC1 | 3.9% | nt

Arranged by value in MKP-3 inhibition (largest number first): four from the list above.
SMILES | Hsp70 displacement | MKP-3 inhibition
CCc1nnc(NC(=O)C(CC)CC)s1 | -6.0% | 8%
CN(C)S(=O)(=O)c1ccc2nc(NC(=O)c3cccnc3)sc2c1 | -12% | 5%
O=C(CCN1C(=O)c2ccccc2C1=O)Nc1cc(C(F)(F)F)ccc1Cl | -1.6% | 3%
O=C(CSc1nnc2ccccn12)Nc1ccccc1C(=O)NC1CC1 | 3.5% | -3%
